Giardia kill: Small Molecules that selectively kill Giardia lamblia: qHTS. Giardia lamblia trophozoite viability. activity change, % at 7.66 µM, hits read low. hit rate 0.15% among 340,000. AID 540267, 2011; in the data active = activity change below about -80%; inconclusive = between about -30% and that limit;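 also: parasites exposed to compound for two days anaerobically before the ATP read; % is scaled to controls: 0 for no effect and ±100 for the full control effect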
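Giardia lamblia trophozoites (100 cells/well) were incubated with compounds for 48 h at 37 deg C under anaerobic conditions. Viability was read as ATP content by one-step luminescence after 15-30 min at room temperature.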
TSHR antagonist: Antagonists of the Thyroid Stimulating Hormone Receptor: HTS campaign; TSHR-expressing cells, TSH-stimulated cAMP HTRF, 2 h; hits give low values; activity change, negative = inhibition, % at 11.5 µM; Thyrotropin receptor (Homo sapiens), P16473; hit rate 0.2% among 330,000; AID 504810, 2011;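 active = activity change below a set negative limit, meaning inhibition stronger than a set level, cut at about -70% in these data; inconclusive = activity change between two set negative limits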; also: % is scaled to controls: 0 for no effect and ±100 for the full control effect
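TSHR-expressing cells were treated with compounds, then stimulated with TSH at EC80 (4nM final) for 2 hours at 37 deg C. Cellular cAMP was measured by HTRF competition between lysate cAMP and cAMP-d2 for a cryptate-labelled anti-cAMP antibody.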
TCR act: Activators of T cell receptors: qHTS campaign. primary human leukocytes, anti-CD3, IL-2 HTRF, 48 h. Potency, µM (series often up to 9.22 µM), for inactives: at the top dose activation of IL-2 secretion, actives largely listed as activators. 330,000 tested, under 10 active. AID 504894, 2011; also: % of control where 0% means no effect
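Human primary leukocytes + a-CD3 beads + cpd, 48 hr; IL-2 in supernatant by HTRF (ex 320nm / em 665nm). No co-stimulatory signal supplied.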
MLL CXXC-DNA inh: qHTS Fluorescence Polarization Assay for Inhibitors of MLL CXXC domain - DNA interaction; Histone-lysine N-methyltransferase 2A (Homo sapiens), Q03164; Potency, µM (top dose mostly 115 µM), without a hit: at the top dose activity change, negative = inhibition, actives largely listed as inhibitors; MLL-CXXC / FITC-HOXA9 DNA fluorescence polarization; hit rate 0.037% among 290,000; active = well fitted inhibition curve with a large enough effect in the polarisation, with a control signal flat, not every such curve was filed as active; inconclusive = small, poorly fitted or top-dose-only effect, or effect the other way, or a change in a side signal; inactive = no such curve, though single readings can be large or run the other way; the % refers to the polarisation; also: potency is read from the fitted curve at half-maximal effect
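Purified MLL-CXXC (added from a 7 uM solution) was preincubated 5 min at ambient with pinned compounds in 50 mM Tris-HCl pH 7.5, 50 mM NaCl, 1 mM DTT, 0.05% BSA. Fluorescein-labeled HOX-A9 DNA (50 nM solution) followed, 30 min, then polarization read.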
AT treatment: qHTS Assay for Identifying a Potential Treatment of Ataxia-Telangiectasia | […] A-T fibroblasts, KAP-1 phosphorylation AlphaLISA; neocarzinostatin DNA damage 30 min before lysis | Potency, µM (titrated, usually from 57.5 µM), for the others: at the highest dose activation, usual class: activators | hit rate 0.19% among 320,000 | AID 485349, 2010; also: potency is read from the fitted curve at half-maximal effect; % of control where 0% means no effect; nearly all actives have a fitted effect of over 45% in size
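hTERT-immortalized A-T patient fibroblasts ([…]), 500 cells/well in OPTI-MEM, 1% FBS, got compounds for 60 min, then NCS for 30 min at 37C. Lysates were then assayed for phospho-KAP-1 by AlphaLISA (anti-pKAP1 donor, anti-KAP1 acceptor beads), 6 hr at 25C.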
hERG WT inh: qHTS for Inhibitors of KCHN2 3.1: Wildtype qHTS. U2OS, BacMam KCNH2, thallium flux FluxOr; hits give low values. activity change, % at 1.84 µM. hit rate 0.37% among 340,000. AID 720551, 2013;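 active = maximum activity change below -70%; inconclusive = maximum activity change between -70% and -50%; inactive = maximum activity change above -50%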; also: % is scaled to controls: 0 for no effect and ±100 for the full control effect
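U2OS cells transduced with wild-type KCNH2 virus are loaded with FluxOr dye for 45 min, and thallium flux is measured in kinetic reads before and after stimulation buffer. Rate constants are normalized to DMSO controls.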
Tb PFK block: qHTS Assay to Find Inhibitors of T. brucei phosphofructokinase. Potency, µM (titrated, usually from 57.5 µM), inactives show at the highest dose activity, negative = inhibition, usual class: inhibitors. hit rate 0.17% among 330,000. ATP-dependent 6-phosphofructokinase (Trypanosoma brucei brucei), O15648. T. brucei PFK, ADP-Glo luminescence;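 also: potency is read from the fitted curve at half-maximal effect; 0% = uninhibited 1x PFK enzyme wells and -100% = no-enzyme wells; nearly all actives have a fitted effect of over 60% in size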
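Activity is normalized to no-enzyme wells (full inhibition) and 1.25 nM enzyme wells (no inhibition). Reaction: 0.5 mM F6P, 0.1 mM ATP, 45 min RT, ADP-Glo luminescence; concentration-response curves fitted and classed by quality.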
GALK inh: qHTS Assay for Inhibitors of Human Galactokinase (GALK). P51570. Purified GALK, Kinase-Glo residual ATP luminescence. Potency, µM (highest dose often 57.5 µM), for inactives: at the top dose activity change, negative = inhibition, hits mostly inhibitors. hit rate 0.007% among 270,000; also: potency is read from the fitted curve at half-maximal effect; % is scaled to controls: 0 for no effect and ±100 for the full control effect
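Quantitative HTS: GALK 5 nM, ATP 35 uM, galactose 100 uM, 1 h room temperature, then luciferase-based ATP detection.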
FBPA coupling cs: qHTS Assay for Inhibitors of Fructose-1,6-bisphosphate Aldolase from Giardia Lamblia: Coupling assay counterscreen; coupling enzyme system counterscreen, AmpLite Red fluorescence; activity change, negative = inhibition, % at 58.2 µM, hits read low; hit rate 0.67% among 290,000; AID 2472, 2010; in the data active = activity change below about -30%; also: % is scaled to controls: 0 for no effect and ±100 for the full control effect
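Counterscreen of the coupled detection system alone, without aldolase: glyceraldehyde-3-phosphate coupling enzymes plus AmpLite Red readout. Compounds at 57.5 uM final, 10 min RT preincubation, 20 min RT reaction, fluorescence 525/598 nm.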
Chronic BCR inh: qHTS Assay to Find Inhibitors of Chronic Active B-Cell Receptor Signaling. ABC-DLBCL IkBa-CBG/CBR reporter, luminescence ratio, 4 h. Potency, µM (series often up to 46.1 µM), inactives show at the top dose ratio change, negative = lower green/red ratio, most hits filed as inhibitors. hit rate 0.05% among 340,000. AID 493014, 2011; active = well fitted inhibition curve with a large enough effect in the signal ratio, with a control signal flat, not every such curve was filed as active; inconclusive = small, poorly fitted or top-dose-only effect, or effect the other way, or a change in a side signal; the % refers to the signal ratio;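 also: potency is read from the fitted curve at half-maximal effect; plate controls were basal doxycycline-induced cells for no effect and cells given 10 µM MG132 for full effect; MG132 reads +100%, hits lower the ratio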
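TMD8 ABC-DLBCL cells carrying doxycycline-inducible green luciferase fused to IkappaBalpha plus unfused red luciferase were exposed to compounds (up to 46 uM) for 4 hrs at 37C. Activity came from the overlap-corrected green/red luminescence ratio.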
The depositor's hits bear a star; u = inconclusive; x = not tested or not shown; [ ] = another dose, or the depositor's remark. Unless noted, calls follow the shape of the dose curve; as a rule, active = well fitted curve in the direction sought with a large enough effect; inconclusive = small, poorly fitted or top-dose-only effect, or another doubt; inactive = no such curve, though single readings can be large; an effect the other way counts as inactive or inconclusive.

SMILES	Giardia kill	TSHR antagonist	TCR act	MLL CXXC-DNA inh	AT treatment	hERG WT inh	Tb PFK block	GALK inh	FBPA coupling cs	Chronic BCR inh
Cn1cncc1C(=O)c1ccccc1	-6	1	6%	-4%	-31%	0	-5%	-1%	-1	u
COc1ccc(CCNc2c(C)c(C)nc3ncnn23)cc1	-4	-37	-34%	-10%	2%	-18	1%	x	-3	-16%
CC1=C(C(=O)Nc2ccccc2C(=O)NC2CCC(C)CC2)SCCO1 (stereo not drawn)	-6	-7	-1%	35%[activator]	8%	42	0%	7%	x	7%
COC(=O)c1cc(Cl)nc2ccccc12	-1	6	x	-4%	4%	-7	-1%	-2%	1	u
COc1ccc(C(=O)NNS(=O)(=O)c2ccc(C)cc2)cc1	7	-5	-5%[46.1 µM]	-9%	-2%	-11	4%	-3%	-4	3%
O=C(NC1CCCCC1)N1CCC(c2nc(-c3ccc(S(=O)(=O)N4CCCC4)cc3)no2)CC1	-9	-10	-19%	4%	5%	-1	1%	5%	1	5%
CC1CCCN(C(=O)COC(=O)C2CCN(S(=O)(=O)c3ccc(Cl)c(C(F)(F)F)c3)CC2)C1 (stereo not drawn)	-4	-4	-2%	x	-8%	4	-2%	x	x	1%
CCOC(=O)c1c(C=O)c2sc(C)cc2n1C	-1	8	-4%	-10%	-2%	-4	3%	1%	-4	u
COc1ccc(S(=O)(=O)N2CCN(c3ccc4nnc(-c5ccc(F)cc5)n4n3)CC2)cc1	6	-29	4%	29%	10%	-2	-1%	2%	0	-1%
Cc1cc(C)cc(N=c2c([N+](=O)[O-])nn(-c3ccc4c(c3)OCCO4)n2O)c1	u	-2	-3%	-3%	1%	-7	1%	-2%	-6	-27%
Cc1ccc2nc(Nc3ccccc3)c(C=O)c(=O)n2c1	-19	3	-2%	4%	-14%	3	0%	5%	-1	0%
CN(c1cccnc1)c1ncnc2[nH]ncc12	3	3	2%	-11%	2%	9	3%	x	0	11%
COc1ccc(NC(=O)CC2C(=O)N(c3ccc(OC)cc3)C(=S)N2NC(=O)c2cccc(F)c2)cc1 (stereo not drawn)	-2	11	-11%[46.1 µM]	-1%	-1%	-6	-5%	-1%	2	u
CCOc1cc2c(C#N)c(N3CCCCC3)nc(N)c2c(N)n1	9	-3	x	22%	2%	9	1%	-1%	-48*	u
CC(C)[C@@H]1NC(=O)c2cc([N+](=O)[O-])cc(I)c2NCCC[C@@H](C(N)=O)NC(=O)[C@H](CO)NC1=O	20	12	-2%	2%	4%	x	-1%	x	1	u
COc1ccc(-n2c(C)cc(C(=O)COC(=O)Cn3cnc4ccccc43)c2C)cc1	18	-30	22%	40%[activator]	7%	-29	-17%	-2%	2	-5%
O=C(NCCCN1CCCC1=O)Nc1ccc(Cl)cc1Cl	-3	-8	7%	u	0%	2	-3%	0%	0	5%
N=C1/C(=C\c2ccc(-c3cc(Cl)cc(Cl)c3)o2)C(=O)N=C2SC=C(c3ccccc3)N12	-5	2	3%[46.1 µM]	5%	-6%	-1	11%	1%	-1	15%
Cc1cc(C(=O)N/N=C2\CCCC(=O)C2)c2ccccc2n1	-8	4	5%[46.1 µM]	-1%	17%	37	4%	2%	0	-3%
COc1cc(NC(=O)c2cccc(C)c2)c(OC)cc1NC(=O)CN1CCCCC1	-19	13	-4%	5%	0%	-3	19%	-1%	-1	2%
COc1ccc(NC(=O)CSc2nnc(C3CCCCC3)n2-c2ccccc2)cc1	-10	3	2%	-4%	-2%	-5	6%	-2%	5	12%
COc1cc(NC(=O)c2ccc(OCc3c(C)noc3C)c(OC)c2)cc(OC)c1	-7	-14	4%	x	7%	-7	-9%	x	x	0%
CCOC(=O)C1C(=O)C=C(c2cccc(NS(C)(=O)=O)c2)CC1c1ccco1 (stereo not drawn)	9	-16	2%[46.1 µM]	5%	x	-3	-4%	0%	5	u
O=C(/C=C/c1ccc(F)cc1)NC(=S)NNC(=O)c1cccnc1	-1	4	5%	-10%	5%	-2	10%	2%	-2	u
CCOC(=O)N1CCC(NC(=O)C2CCCN(C(=O)c3cc4sccc4n3C)C2)CC1 (stereo not drawn)	25	-6	-3%	0%	8%	-3	3%	0%	0	-2%
COCCNC(=S)NNC(=O)CSCc1ccc(Cl)cc1Cl	-22	-7	8%	14%	9%	0	-7%	4%	2	-4%
COc1ccc(S(=O)(=O)N2CCOC23CCN(S(=O)(=O)c2cc(F)ccc2F)CC3)cc1	-14	2	-6%	x	4%	-1	-10%	x	x	2%
CCN(CC)S(=O)(=O)c1cccc(-c2nnc(SCC(=O)N3CCC(C(=O)O)CC3)n2N)c1	2	-8	x	7%	5%	-9	3%	-3%	0	10%
COc1ccc(-n2c(NN)nc3sc4c(c3c2=O)CCCC4)cc1	-16	5	-1%	1%	1%	-8	0%	7%	3	0%
COC(=O)Nc1nnc(Cc2ccccc2)s1	14	0	4%	11%	2%	7	-3%	-2%	-3	11%
CCc1nnc(NC(=O)CSc2nc(-c3ccccc3)c(-c3ccccc3)o2)s1	2	16	4%[46.1 µM]	5%	-2%	-12	0%	0%	10	-2%
COc1ccc2c(c1)CCN=C2Cc1ccc(OC)c(OC)c1	16	7	-2%[46.1 µM]	11%	-4%	-10	0%	-1%	-7	-13%
CCN(CC)c1ccc(N=Cc2c(C)[nH]c3ccccc23)cc1	7	-21	6%[46.1 µM]	-1%	0%	-3	2%	0%	-18	-1%
O=C(NC1CCCCC1)c1cc2cc(Br)ccc2o1	9	-21	-2%	2%	-2%	-2	0%	8%	-3	u
Cc1ccc(-c2csc3ncnc(-n4nnc5ccccc54)c23)cc1C	-7	12	2%[46.1 µM]	16%	4%	-18	-1%	1%	-6	0%
O=[N+]([O-])c1cc(C(F)(F)F)ccc1NCC1CCCO1 (stereo not drawn)	18	2	-2%	-4%	11%	6	1%	-5%	3	5%
Cc1ccccc1-n1ncc2c(SCC(=O)NCc3cccs3)ncnc21	14	-8	0%	-3%	-3%	-5	2%	-1%	0	-1%
CCOC(=O)c1cnc2c(-c3cccc(Br)c3)cnn2c1C	-10	10	-4%[46.1 µM]	-5%	-6%	4	5%	2%	0	7%
COc1ccc(-c2csc(N3N=C(C)C(C)C3=O)n2)cc1 (stereo not drawn)	7	-9	2%	9%	0%	-11	0%	0%	0	-10%
CC(C)C[C@H](NC(=O)c1nc[nH]c1C(=O)NCC(=O)OCc1ccccc1)C(=O)OC(C)(C)C	13	4	-4%	-3%	2%	-21	1%	x	-5	12%
CN(CCOc1ccccc1)C(=O)C1CCC(=O)N(CCCN2CCCC2=O)C1 (stereo not drawn)	-11	-2	0%	6%	4%	4	0%	-3%	x	-1%
CS(=O)(=O)c1ccc(C(=O)OCC(=O)NC(=O)C2COc3ccccc3O2)cc1[N+](=O)[O-] (stereo not drawn)	6	-16	11%[46.1 µM]	x	-4%	-3	-4%	x	x	-8%
CN(C)CCCN(C(=O)CCOc1ccccc1)c1nc2c(F)cccc2s1	-9	-12	4%	13%	-6%	5	-25%	-1%	4	u
Cc1ccc(-n2ncc3c(NCC4CCCO4)ncnc32)c(C)c1 (stereo not drawn)	-17	-5	-1%	3%	-1%	-8	u	-1%	0	u
COc1ccc(S(=O)(=O)N2CCCCC2)cc1C(=O)N1CCCC1	1	2	x	-6%	1%	-70*	-2%	1%	x	-1%
COc1ccc(-n2c(=S)[nH]c3cc(C(=O)Nc4ccccc4OC)ccc3c2=O)cc1	x	15	4%[46.1 µM]	1%	0%	x	0%	0%	4	10%
COC(=O)C(NC(=O)CCc1c(C)nc2c(c(C)nn2-c2ccccc2)c1C)C(C)C (stereo not drawn)	6	14	-36%	11%	7%	x	-23%	x	-4	u
CC(=O)NC(CCS(C)(=O)=O)C(=O)N1CCc2ccccc21 (stereo not drawn)	1	4	-1%	1%	0%	4	12%	-1%	5	-1%
O=C(NCCc1ccccc1)C1CC1	12	1	3%	-3%	-19%	13	-11%	5%	1	u
c1ccc(-n2cnc3ccccc32)nc1	1	-1	-5%	-4%	8%	15	2%	7%	1	-2%

Compounds were not picked by outcome. About 1.6% of those tested had a hit in this group.
